Screening results deposited in PubChem by National Center for Advancing Translational Sciences (NCATS).
POLK inh: qHTS for Inhibitors of Polymerase Kappa; DNA polymerase kappa (Homo sapiens), Q9UBT6; purified Pol kappa, fluorescent DNA synthesis assay, 10 min; 400,000 tested, 0.53% active; AID 588579, 2011; Potency, µM (top dose mostly 107 µM), without a hit: at the highest dose activity, negative = inhibition, hits mostly inhibitors; also: % is scaled to controls: 0 for no effect and ±100 for the full control effect
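10 nM Pol kappa preincubated 15 min at room temperature with compounds, then reaction started with substrate at 50 nM final. Fluorescence read kinetically at 0 and 10 min; buffer-only wells served as negative control.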
APEX1 inh: qHTS Assay for Inhibitors of the Human Apurinic/apyrimidinic Endonuclease 1 (APE1); 350,000 tested, 0.35% active; recombinant APE1, TAMRA/BHQ-2 abasic DNA cleavage fluorescence; DNA repair nuclease/redox regulator APEX1 (Homo sapiens), P27695; Potency, µM (highest dose often 65.8 µM), for the others: at the highest dose activity change, negative = inhibition, most hits filed as inhibitors;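 also: plate controls were vehicle for no effect and reference inhibitor for full effect; nearly all actives have a fitted effect of over 55% in size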
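Measures dequenching upon AP-site incision of a 5'-TAMRA/3'-BHQ-2 THF-containing duplex, 50 nM; human APE1 0.75 nM after 15 min room-temperature exposure to compound; kinetic three-point read at one-minute spacing.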
Pol iota inh: qHTS for Inhibitors of Polymerase Iota; DNA polymerase iota (Homo sapiens), Q9UNA4; Pol iota fluorescent replication assay, 10 min; Potency, µM (titrated, usually from 115 µM), for the others: top-dose activity, negative = inhibition, usual class: inhibitors; 390,000 tested, 1% active
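Fluorescent replication assay read twice, at 0 min and 10 min after adding 50 nM (final) substrate. Enzyme (10 nM) and compounds were first incubated 15 min at room temperature; enzyme-free buffer wells were negative controls.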
POLB inh: qHTS Assay for Inhibitors of DNA Polymerase Beta; Potency, µM (top dose mostly 114 µM), for inactives: top-dose activity change, negative = inhibition, actives largely listed as inhibitors; 340,000 tested, 1.3% active; Pol beta primer extension/strand displacement, fluorescence kinetic; P06746; also: % is scaled to controls: 0 for no effect and ±100 for the full control effect
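Homogeneous kinetic assay of primer extension and strand displacement by 10 nM Pol beta, preincubated 15 min at room temperature with compound before 50 nM substrate (final) was added. Read at 0 and 10 min; four-parameter Hill fit.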
G9a block: qHTS Assay for Inhibitors of Histone Lysine Methyltransferase G9a; 350,000 tested, 8.8% active; Potency, µM (series often up to 102 µM), for the others: at the top dose activity, negative = inhibition, usual class: inhibitors; G9a H3K9 monomethylation, AlphaScreen, 2 h; also: % is scaled to controls: 0 for no effect and ±100 for the full control effect; nearly all actives have a fitted effect of over 75% in size
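G9a (20 nM) preincubated 15 min RT with compounds, then 500 nM biotinylated H3K9 peptide and 20 uM SAM added; 2 h RT reaction. Monomethyl-H3K9 product detected by AlphaScreen with anti-H3K9me1 antibody, streptavidin donor and anti-rabbit IgG acceptor beads.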
BAZ2B block: qHTS Assay for Inhibitors of BAZ2B. AlphaScreen BAZ2B-H3K14Ac peptide displacement. Potency, µM (doses to about 114 µM), without a hit: top-dose activity change, negative = inhibition, usual class: inhibitors. 360,000 tested, 4.4% active; also: % is scaled to controls: 0 for no effect and ±100 for the full control effect; nearly all actives have a fitted effect of over 60% in size
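Complex of BAZ2B and biotin-H3K14Ac (50 nM apiece) forms over 30 min at RT, then faces library compounds up to 110 uM for another 30 min; AlphaScreen beads added, 20 min dark incubation, luminescence read.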
BLM inh: qHTS Assay for Inhibitors of Bloom's syndrome helicase (BLM) | recombinant BLM DNA unwinding, fluorescence dequenching | Potency, µM (doses to about 56.1 µM), inactives show at the highest dose activity change, negative = inhibition, usual class: inhibitors | 350,000 tested, 0.2% active;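 also: plate controls were vehicle for no effect and no enzyme for full effect; nearly all actives have a fitted effect of over 35% in size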
Pol eta inh: qHTS for Inhibitors of Polymerase Eta; Potency, µM (top dose mostly 114 µM), for inactives: at the highest dose activity change, negative = inhibition, hits mostly inhibitors; 390,000 tested, 1.2% active; AID 588591, 2011; DNA polymerase eta (Homo sapiens), Q9Y253; recombinant Pol eta, fluorescent DNA replication assay; also: % is scaled to controls: 0 for no effect and ±100 for the full control effect
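Pol eta (10 nM) was preincubated with compounds for 15 min at room temperature, after which fluorescent replication substrate (50 nM final) was added to start the reaction. Fluorescence was read kinetically at 0 and 10 min.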
Anesthetic bind: qHTS Assay for Identification of Novel General Anesthetics; Ferritin light chain (Equus caballus), P02791; apoferritin/1-aminoanthracene competitive binding, fluorescence; Potency, µM (highest dose often 77.5 µM), without a hit: at the top dose activity change, negative = displacement, actives largely listed as inhibitors; 350,000 tested, 0.074% active; also: % is scaled to controls: 0 for no effect and ±100 for the full control effect; nearly all actives have a fitted effect of over 20% in size
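Apoferritin-based anesthetic binding model; compound displacement of fluorescent 1-AMA measured as endpoint fluorescence after 10 minutes at room temperature, scaled to free-ligand and complex controls.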
Active calls of the source: *; u = inconclusive; x = not tested or not shown; [ ] = remark or other dose. Calls follow the shape of the dose curve; as a rule, active = well fitted curve in the direction sought with a large enough effect; inconclusive = small, poorly fitted or top-dose-only effect, or another doubt; inactive = no such curve, though single readings can be large; an effect the other way counts as inactive or inconclusive. Potency is read from the fitted curve at half-maximal effect. Some of the compounds tested; the hit share may differ from the screen's.

Values in the order – POLK inh	APEX1 inh	Pol iota inh	POLB inh	G9a block	BAZ2B block	BLM inh	Pol eta inh	Anesthetic bind
(1) CCOc1ccc(CCN2C(=O)c3ccc(C(=O)O)cc3C2=O)cc1OCC
 : 4%	33%	45%[activator]	1%	-3%	-2%	-4%	-19%	-5%
(2) CCN1CCN(C/C(C)=C/c2ccccc2)CC1
 : -2%	24%	-6%	12%	-25%	-6%	-2%	-17%	0%
(3) COc1ccc(OC)c(NC(=O)c2cc(S(=O)(=O)N(C)C)ccc2N2CCCC2)c1
 : -9%	14%	15%	x	u	-4%	x	-12%	x
(4) COc1ccc(-c2nnn(CC(=O)N(Cc3ccccc3Cl)C(C(=O)NCC3CCCO3)c3ccco3)n2)cc1 (centres undefined)
 : 3%	-1%	11%	3%	17%[0.501 µM]	0%	-2%	-3%	-19%
(5) COc1cc(-c2cc(C(=O)NCc3ccco3)c3ccccc3n2)cc(OC)c1OC
 : -6%	19%	62%[activator]	-14%	50µM*	-35%	-7%	-21%	-3%
(6) CN(CCc1ccccn1)C(=O)c1cccnc1Oc1ccc(Cl)cc1
 : 6%	-8%	17%	26%	4%	-3%	0%	-10%	-13%
(7) CCC(=O)Nc1cc(=O)[nH]c2ncnn12
 : -4%	-2%	23%	1%	-24%	-39%	1%	0%	-4%
(8) COc1cc(Cl)c(C)cc1NC(C)C(=O)Nc1cc(C(F)(F)F)ccc1N1CCOCC1 (centres undefined)
 : -21%	-6%	1%	5%	-7%[59 µM]	u	-5%	-25%	0%
(9) Cn1nc(C(=O)Nc2ccc(Br)cc2)cc1C(=O)Nc1ccc(Br)cc1
 : -9%	-1%	-6%	27%	27%	-11%	2%	4%	3%
(10) O=C(/C=C/c1ccc(Cl)cc1Cl)OCC(=O)N1CCCC1
 : 5%	0%	-19%	x	20%[12.7 µM]	-2%	x	-4%	x
(11) COc1cc(/C=N/Nc2nc(=O)[nH]nc2C)ccc1O
 : -2%	0%	-17%	-8%	-127%[12.7 µM]	u	-3%	-9%	-8%
(12) Cc1ccsc1CN(C(=O)c1oc2ccc(F)cc2c1C)C1CCS(=O)(=O)C1 (centres undefined)
 : -1%	x	11%	-14%	-23%[59 µM]	-21%	-4%	x	-17%
(13) CC1CCN(C(=O)CSc2c(C(C)C)cnc3c2c(=O)n(C)c(=O)n3C)CC1
 : -15%[60.1 µM]	x	-17%	5%	u	-7%	-2%	-12%	40%[activator]
(14) O=C(NNC(=S)Nc1ccccc1Cl)c1ccccc1Br
 : -3%	32%	-14%	18%	40µM*	-14%	-3%	-10%	-4%
(15) CCOC(=O)CSc1nc(N2CCOCC2)c2c(c1C#N)CC(C)(C)N(C)C2
 : -11%	6%	4%	15%	5%	2%	-2%	-10%	2%
(16) CCOCCn1ccc2c(OCC(=O)Nc3cccc(F)c3)cccc2c1=O
 : 2%[60.1 µM]	x	14%	-13%	-3%[59 µM]	-11%	1%	-14%	-9%
(17) CCOC(=O)c1cccc(NC(=O)c2cc3ccccc3o2)c1
 : 0%	32%	-22%	4%	42%[59 µM]	6%	-8%	-7%	u
(18) COC(=O)Cn1cccc1C(=O)c1ccccc1
 : -13%	0%	34%	21%	-7%	-23%	0%	-17%	0%
(19) COc1ccc(OC)c(CCNC(=O)CN2C(=O)COc3ccc(S(=O)(=O)N4CCC(C)CC4)cc32)c1
 : -3%	x	30%[activator]	6%	-2%[59 µM]	-21%	-1%	-12%	1%
(20) Cc1cc(Cl)ccc1NC(=S)NCCCN1CCCC1=O
 : 1%	0%	105%[activator]	26%	18%[59 µM]	3%	2%	-21%	-1%
(21) CS(=O)(=O)N1CCN(C(=O)CSc2ccccc2)CC1
 : -1%	-5%	50%[activator]	-27%	x	4%	-2%	-15%	-11%
(22) Cc1nc2ccc(NS(=O)(=O)c3ccc(F)c(F)c3F)cc2s1
 : -11%	31%	9%	x	x	x	x	7%	x
(23) COc1ccc([C@H]2Cc3cccc(O)c3C(=O)O2)cc1O
 : 3%	-4%	11%	x	13%[2.33 µM]	-1%	x	-10%	x
(24) CNC1C(O)[C@@H]2OC(O[C@@H]3C(O)C(O)C(N)C[C@H]3N)C(N)C[C@H]2O[C@H]1O[C@@H]1OC(CO)C(N)C(O)C1O (some centres undefined)
 : 5%[60.1 µM]	8%	x	x	-32%[2.33 µM]	x	30%	x	-4%
(25) CC(C)(C)NC(=O)/C(=C\c1cccnc1)NC(=O)c1ccco1
 : 18%	5%	-27%	26%	x	-10%	2%	-12%	1%
(26) O=C(CCN1C(=O)c2ccccc2C1=O)Nc1ccc(-c2nc3ccccc3s2)cc1
 : -2%	3%	0%	1%[57.1 µM]	18%	-1%	2%	-2%	1%
(27) Cc1cc(NC(=O)c2cc(-c3ccc(Cl)c(Cl)c3)on2)n(-c2ccccc2)n1
 : -24%	x	-6%	2%	-9%[59 µM]	-15%	-8%	-4%	13%
(28) CCN(CC1COc2ccccc2O1)C(=O)c1ccc(Cl)c(S(=O)(=O)N2CC(C)OC(C)C2)c1 (centres undefined)
 : -13%	-6%	-4%	x	-30%	3%	x	-3%	x
(29) Nn1cnnc1N/N=C/c1ccc(Cl)c([N+](=O)[O-])c1
 : -6%	-9%	3.2µM*	u	45µM*	-28%	-10%	-10%	-24%
(30) CCCSc1ccc(C(=O)Nc2ccc(F)cc2F)cn1
 : -2%	15%	6%	12%	x	1%	0%	1%	0%
(31) COc1ccc(NC(=S)Nc2cccc([N+](=O)[O-])c2)cc1
 : -16%	11%	6%	2%	x	u	-3%	-5%	-13%
(32) COc1ccc(Cl)cc1NC(=O)c1ccoc1C
 : -5%	-3%	2%	u	-29%[12.7 µM]	-30%	-1%	-16%	-10%
(33) Cc1cc(=O)nc2c3ccccc3n(CC(=O)Nc3ccccc3Br)n12
 : -10%	1%	-3%	11%	x	-5%	0%	18%	-2%
(34) CCCCn1c(N)c(N(Cc2ccccc2OC)C(=O)C(C)Oc2ccc(Cl)cc2)c(=O)[nH]c1=O (centres undefined)
 : -13%	40%	9%	12%	30%	-22%	1%	-6%	-15%
(35) Cc1ccc(CNC(=O)c2ccc3c(c2)N(Cc2ccccc2F)C(=O)c2ccccc2S3(=O)=O)cc1
 : -22%	x	-12%	u	0%[59 µM]	-8%	-7%	-6%	-9%
(36) CC(C)(C)NC(=O)C(=O)N/N=C/c1cccs1
 : -1%	6%	10%	7%	x	8%	3%	-2%	-8%
(37) CN(C)CCNC(=O)C(=O)Nc1cc2c3c(c1)CCN3C(=O)CC2
 : u	-10%	40µM*	31%	11%	3%	5%	4%	8%
(38) Cc1ccc(NC(=O)CSc2nnc(Cn3cnc4ccccc43)o2)cc1
 : 1%	0%	24%	-6%	3%[59 µM]	x	1%	-11%	5%
(39) O=C(NCc1ccccc1F)C1CCCN1S(=O)(=O)c1ccc(Cl)cc1 (centres undefined)
 : 8%	9%	27%	u	9%	1%	-3%	-8%	5%
(40) O=C(COC(=O)c1ccc(Br)c(S(=O)(=O)N2CCOCC2)c1)NC1CC1
 : 0%	-9%	42%[activator]	x	x	x	x	-6%	x
(41) Cc1ccc(NC(=O)Cn2cnc(C(=O)Nc3ccc(C)c(C)c3)n2)cc1C
 : 1%	-16%	15%	x	x	x	x	1%	x
(42) COc1ccc(CNC(=O)[C@]2(C)CCC[C@@]3(C)C4CC[C@@]5(C)C[C@]4(CCC32)CC5=O)cc1 (some centres undefined)
 : -1%	-17%	-11%	x	8%[0.501 µM]	2%	x	-18%	x
(43) C[C@@H]1CN([C@@H](C)CO)C(=O)c2cc(NC(=O)C3CC3)ccc2O[C@H]1CN(C)C
 : 0%	24%	-11%	x	x	x	x	-8%	x
(44) Cc1ccc2c(c1)cc1c(=O)n(CC(=O)NCc3ccccn3)nc(C)n12
 : -7%	-8%	41%[activator]	26%	x	-3%	0%	-17%	-1%

Ten structures already listed, sorted by molecular weight, rising.
Values in the order – POLK inh	APEX1 inh	Pol iota inh	POLB inh	G9a block	BAZ2B block	BLM inh	Pol eta inh	Anesthetic bind
(29) Nn1cnnc1N/N=C/c1ccc(Cl)c([N+](=O)[O-])c1
 : -6%	-9%	3.2µM*	u	45µM*	-28%	-10%	-10%	-24%
(30) CCCSc1ccc(C(=O)Nc2ccc(F)cc2F)cn1
 : -2%	15%	6%	12%	x	1%	0%	1%	0%
(21) CS(=O)(=O)N1CCN(C(=O)CSc2ccccc2)CC1
 : -1%	-5%	50%[activator]	-27%	x	4%	-2%	-15%	-11%
(41) Cc1ccc(NC(=O)Cn2cnc(C(=O)Nc3ccc(C)c(C)c3)n2)cc1C
 : 1%	-16%	15%	x	x	x	x	1%	x
(38) Cc1ccc(NC(=O)CSc2nnc(Cn3cnc4ccccc43)o2)cc1
 : 1%	0%	24%	-6%	3%[59 µM]	x	1%	-11%	5%
(43) C[C@@H]1CN([C@@H](C)CO)C(=O)c2cc(NC(=O)C3CC3)ccc2O[C@H]1CN(C)C
 : 0%	24%	-11%	x	x	x	x	-8%	x
(39) O=C(NCc1ccccc1F)C1CCCN1S(=O)(=O)c1ccc(Cl)cc1 (centres undefined)
 : 8%	9%	27%	u	9%	1%	-3%	-8%	5%
(40) O=C(COC(=O)c1ccc(Br)c(S(=O)(=O)N2CCOCC2)c1)NC1CC1
 : 0%	-9%	42%[activator]	x	x	x	x	-6%	x
(28) CCN(CC1COc2ccccc2O1)C(=O)c1ccc(Cl)c(S(=O)(=O)N2CC(C)OC(C)C2)c1 (centres undefined)
 : -13%	-6%	-4%	x	-30%	3%	x	-3%	x
(4) COc1ccc(-c2nnn(CC(=O)N(Cc3ccccc3Cl)C(C(=O)NCC3CCCO3)c3ccco3)n2)cc1 (centres undefined)
 : 3%	-1%	11%	3%	17%[0.501 µM]	0%	-2%	-3%	-19%
